Assay outcomes as filed in PubChem.
MEKK3 PB1 HTS = raises or lowers MEK5 binding to the human MEKK3 PB1 domain; Q99759; bead-based flow cytometry, Alexa488-MEK5 binding to MEKK3; actives lie on both sides; 0 = blocked by unlabeled MEK5, 100 = vehicle; binding response (% of control), % at 10 µM; hit rate 1.4% among 290,000;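 active = binding response more than 3 SD above or below the average of its plate-row segment, actives on both sides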;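 note: Alexa488 bead fluorescence after subtracting the streptavidin-only scavenger bead signal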
Target sequence (Q99759 whole entry, looked up, the tested form may be a part): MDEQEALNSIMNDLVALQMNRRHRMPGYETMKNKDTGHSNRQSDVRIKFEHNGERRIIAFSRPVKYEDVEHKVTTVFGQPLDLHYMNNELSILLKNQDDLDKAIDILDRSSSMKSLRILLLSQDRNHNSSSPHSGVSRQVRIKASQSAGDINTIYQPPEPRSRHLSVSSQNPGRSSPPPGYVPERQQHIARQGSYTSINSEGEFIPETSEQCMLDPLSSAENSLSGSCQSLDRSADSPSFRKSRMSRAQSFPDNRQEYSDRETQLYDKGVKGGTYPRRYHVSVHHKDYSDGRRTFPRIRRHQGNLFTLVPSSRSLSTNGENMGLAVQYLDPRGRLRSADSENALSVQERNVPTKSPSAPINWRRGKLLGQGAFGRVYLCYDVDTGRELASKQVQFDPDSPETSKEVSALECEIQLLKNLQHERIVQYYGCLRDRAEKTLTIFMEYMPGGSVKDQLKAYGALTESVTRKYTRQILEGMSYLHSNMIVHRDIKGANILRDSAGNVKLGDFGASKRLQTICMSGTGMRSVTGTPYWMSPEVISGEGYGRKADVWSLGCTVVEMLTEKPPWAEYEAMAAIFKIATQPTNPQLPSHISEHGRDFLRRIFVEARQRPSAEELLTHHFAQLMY
PHOSPHO1 inh = PHOSPHO1 (human) inhibition; Q8TCT1; recombinant PHOSPHO1, absorbance phosphatase assay; inhibition, % at 13.3 µM; hit rate 1.1% among 290,000; AID 1565; in the data active = inhibition above about 60%
IDE inh = inhibits human insulin-degrading enzyme in HEK cells; FAbetaB cleavage, fluorescence polarization; P14735; inhibition, % at 5.59 µM; hit rate 0.41% among 320,000;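 active = percent inhibition above the average of all tested compounds plus 3 SD, set per screening campaign, cut at about 16% in these data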;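 note: IDE supplied by intact live HEK cells; FP after avidin binding of uncleaved biotin substrate so inhibition keeps polarization high; 0% = DMSO wells and 100% = 60 µM reference IDE inhibitor Ii1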
GalR3 antagonist = blocks the human galanin receptor 3 | HEK293 GalR3-CNG cAMP membrane potential fluorescence; galR3 body fused to GalR1 C-terminus | inhibition, % at 3 µM | hit rate 0.44% among 360,000 | AID 651719;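 active = inhibition above the screen-wide average plus 3 SD, cut at about 13% in these data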;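 note: forskolin and galanin both at EC90 stimulate the cells; cAMP rise reported by CNG channel membrane potential dye signal; 0% = forskolin plus galanin with DMSO and 100% = forskolin alone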
Target sequence (O60755 1-299 limits assumed): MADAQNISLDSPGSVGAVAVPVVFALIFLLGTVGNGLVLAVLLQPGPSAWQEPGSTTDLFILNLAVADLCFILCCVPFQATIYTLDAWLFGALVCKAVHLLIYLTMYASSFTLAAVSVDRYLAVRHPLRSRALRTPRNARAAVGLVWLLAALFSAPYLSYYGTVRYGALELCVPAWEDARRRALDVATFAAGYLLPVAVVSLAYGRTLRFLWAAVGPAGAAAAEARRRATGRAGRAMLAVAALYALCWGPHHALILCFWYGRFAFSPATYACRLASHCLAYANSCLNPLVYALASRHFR
CHRM4 PAM = positive allosteric modulators of human muscarinic M4 receptor | P08173 | CHO-K1 hM4/Gqi5, Fluo-8 calcium fluorescence, ACh EC20; 0% = ACh EC20, 100% = maximal ACh | activation, % at 3 µM | hit rate 0.4% among 360,000 | AID 624126;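 active = activation above its plate's cutoff, the mean activation of sample wells plus 3 SD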; note: some results filed as inactive read as strong as hits
IDE cell activ = boosts human insulin-degrading enzyme activity in HEK cells; FAbeta-B cleavage, fluorescence polarization; 0% vehicle, 100% cell-free pure enzyme wells; hit rate 0.073% among 340,000; activation, % at 5.96 µM; P14735; AID 493087;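 active = activation above the mean of all tested compounds plus 3 SD, set per screening campaign, cut at about 17% in these data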
CRFR2-BP ag = agonists of human CRF-binding protein/CRF-R2 receptor complex; activation, % at 13.2 µM; HEK293 CRF-R2/CRF-BP, calcium dye fluorescence (FLIPR); percent of saturating CRF peptide response; hit rate 0.46% among 350,000; AID 588473;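 active = activation of at least 50%, plus an integration ratio under a set limit after plate pattern correction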;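 note: plate controls were neutral control wells without compound for no effect and CRF at EC100 for full effect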
p-CIP stab down = compounds decreasing mouse p/CIP protein stability | decrease of EGFP signal, % at 10 µM | F442A p/CIP-EGFP cells, EGFP fluorescence, 16 h | hit rate 0.01% among 290,000 | AID 1984;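 active = EGFP signal decrease of at least 30% at 10 µM or well 3 SD below plate mean, unless failing retest; inactive = the rest, including hits failing retest or dose response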; note: some compounds called inactive have numbers as strong as hits; many of its hits are not listed in these tables
CRFR2-BP antag = blocks CRF-induced signaling of the CRF-BP/CRF-R2 complex; hit rate 0.59% among 350,000; inhibition, % at 11.8 µM; AID 588475; HEK293 CRF-R2/CRF-BP, CRF-induced calcium fluorescence;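 active = inhibition of the ligand-induced calcium signal above about 50% at the single tested concentration, limit read from the data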
Numbers without * were called inactive; · = not tested or not shown.

entry	MEKK3 PB1 HTS	PHOSPHO1 inh	IDE inh	GalR3 antagonist	CHRM4 PAM	IDE cell activ	CRFR2-BP ag	p-CIP stab down	canonical_smiles	CRFR2-BP antag
1	108	-4	3	4	2	1	0.9	-2	Cc1c(Cl)ccc2c1NC(=O)[C@]21N[C@@H](CCC(N)=O)[C@H]2C(=O)N(c3ccc(F)cc3)C(=O)[C@H]21	-7
2	100	50	4	-9	-1	3	-0.7	-1	COc1ccc(CNCc2ccc([N+](=O)[O-])cc2)cc1OC	0
3	85	-37	-1	0	4	2	-1.9	-29	N=c1sccn1CC(=O)Nc1cc(S(=O)(=O)N2CCCC2)ccc1Cl	0
4	100	8	-2	4	22	-3	-0.2	1	O=C1CC(N2CCc3ccccc32)C(=O)N1c1ccc(F)cc1 (stereo unspecified)	10
5	·	·	1	-4	0	-1	-0.7	·	O=C1CN(C(=O)COC(=O)CCC(=O)c2ccc(F)cc2)c2ccccc2N1	2
6	83	54	0	4	4	3	-0.4	-7	CN(CCc1cnn(C)c1)Cc1nc(CC2CC2)no1	-5
7	106	-3	6	-2	2	-7	4.4	-4	CN(Cc1ccccc1)c1nc(N)c([N+](=O)[O-])c(Nc2cccc(F)c2)n1	-26
8	69	32	-4	-5	6	1	0.3	-6	Cc1ccc2oc(=O)c3cc(C(=O)N4CCN(C)CC4)sc3c2c1	10
9	100	12	16	-4	-2	-5	-1.6	7	CCC(=O)n1nc(-c2ccccc2)nc1SCC(=O)Nc1ccc(C)cc1	-14
10	101	-1	-2	-8	8	1	6.8	4	O=C1c2cccc3cccc(c23)C(=O)N1CCc1ccccc1	-21
11	90	7	7	-1	·	·	·	-1	C=CCN1C(=O)N/C(=C/c2ccc(N3CCOCC3)o2)C1=O	·
12	·	·	-2	-4	19	2	4.3	·	Cc1cccc(NC(=O)c2nc[nH]c2C(=O)NC2CCN(C(=O)OC(C)(C)C)CC2)c1	1
13	100	46	0	-5	3	1	-0.9	0	COc1ccc(CC(=O)NC(C)c2nnc(SCC(=O)c3ccc(OC)cc3)n2C)cc1 (stereo unspecified)	3
14	·	56	4	-4	2	1	0.8	-16	COc1ccc(CCNc2cc(N3CCN(C(=O)c4ccccc4F)CC3)ccc2[N+](=O)[O-])cc1OC	3
15	100	1	3	-1	13	4	-0.1	7	Cc1cccc(CC2SC(N)=NC2=O)c1 (stereo unspecified)	-4

9 neighbouring compounds from above, quoted:
entry	MEKK3 PB1 HTS	PHOSPHO1 inh	IDE inh	GalR3 antagonist	CHRM4 PAM	IDE cell activ	CRFR2-BP ag	p-CIP stab down	canonical_smiles	CRFR2-BP antag
7	106	-3	6	-2	2	-7	4.4	-4	CN(Cc1ccccc1)c1nc(N)c([N+](=O)[O-])c(Nc2cccc(F)c2)n1	-26
8	69	32	-4	-5	6	1	0.3	-6	Cc1ccc2oc(=O)c3cc(C(=O)N4CCN(C)CC4)sc3c2c1	10
9	100	12	16	-4	-2	-5	-1.6	7	CCC(=O)n1nc(-c2ccccc2)nc1SCC(=O)Nc1ccc(C)cc1	-14
10	101	-1	-2	-8	8	1	6.8	4	O=C1c2cccc3cccc(c23)C(=O)N1CCc1ccccc1	-21
11	90	7	7	-1	·	·	·	-1	C=CCN1C(=O)N/C(=C/c2ccc(N3CCOCC3)o2)C1=O	·
12	·	·	-2	-4	19	2	4.3	·	Cc1cccc(NC(=O)c2nc[nH]c2C(=O)NC2CCN(C(=O)OC(C)(C)C)CC2)c1	1
13	100	46	0	-5	3	1	-0.9	0	COc1ccc(CC(=O)NC(C)c2nnc(SCC(=O)c3ccc(OC)cc3)n2C)cc1 (stereo unspecified)	3
14	·	56	4	-4	2	1	0.8	-16	COc1ccc(CCNc2cc(N3CCN(C(=O)c4ccccc4F)CC3)ccc2[N+](=O)[O-])cc1OC	3
15	100	1	3	-1	13	4	-0.1	7	Cc1cccc(CC2SC(N)=NC2=O)c1 (stereo unspecified)	-4

Carrying on.
entry	MEKK3 PB1 HTS	PHOSPHO1 inh	IDE inh	GalR3 antagonist	CHRM4 PAM	IDE cell activ	CRFR2-BP ag	p-CIP stab down	canonical_smiles	CRFR2-BP antag
16	100	44	-2	-8	5	0	-3.6	2	Cc1ccc(C(=O)n2cnc3ccccc32)cc1C	-62
17	99	8	0	-3	5	5	0.4	-7	O=C(N/N=C/c1ccccc1F)c1cc2c(ccc3ccccc32)o1	7
18	98	55	-2	-5	4	3	0.0	8	O/N=C(\c1ccc2c(c1)OCCO2)C1CCCCC1	-14
19	98	·	2	0	-7	0	-1.6	·	CCOC(=O)CCc1cnccc1-c1cccc(OC)c1O	1
20	104	8	-3	-2	-2	2	1.5	-13	COc1ccc(NS(=O)(=O)c2cc(NC(=O)c3ccncc3)ccc2N2CCOCC2)cc1	-4
21	108	6	0	0	7	7	0.8	-4	COc1ccc(C2/C(=C(/O)c3ccc(C)cc3)C(=O)C(=O)N2c2ccccn2)cc1OC (stereo unspecified)	-4
22	94	22	-2	-3	5	3	-0.9	7	O=C(c1ccc(C(=O)N2CCOCC2)nc1)N1CCOCC1	8
23	105	-2	-6	-7	6	2	0.3	0	Cc1ccc(NC(=O)CSCC#N)cc1	-10
24	101	-1	5	-1	8	0	0.3	-19	Cc1ccc(NC(=O)CN(C)CC(=O)Nc2ccc(N3CCOCC3)cc2)c([N+](=O)[O-])c1	3
25	·	·	·	-4	10	·	-0.8	·	N#CCC(=O)Nc1ccc(C(=O)OCC(=O)Nc2cccc3ccccc23)cc1	2
26	103	19	1	-2	-2	1	1.7	-2	CC(=O)N(C(C)=O)C1=C(C#N)C2(CCCCC2)Cc2ccccc21	8
27	100	3	0	-7	12	6	4.9	1	COc1ccccc1CCNC(=O)C1CCCO1 (stereo unspecified)	-16
28	·	·	0	-5	-13	7	-0.7	·	CN1CCN(CCC=C2c3ccccc3Sc3ccc(S(=O)(=O)N(C)C)cc32)CC1	5
29	99	22	4	-7	-4	5	-1.3	3	Cc1ccc2c(c1)N(CCC(=O)NC1CCCCC1C)C(=O)CO2 (stereo unspecified)	2
30	97	·	6	-7	-4	4	1.2	-18	COc1ccc(-c2ccc(=O)n(Cc3c(F)cccc3Cl)n2)cc1	-8
31	104	32	-2	-5	-8	4	-0.5	-12	COC(=O)c1sc(N2CCCCC2)c(C#N)c1N	-3
32	104	3	-2	-2	0	0	0.8	-17	CCCP(=O)(CC(=O)O)c1ccccc1 (stereo unspecified)	1
33	103	10	6	·	-6	5	0.2	4	COC(=O)C1=C(C)NC2=C(C(=O)CC(C)(C)C2)C1c1cn(Cc2ccc(Br)cc2)nc1-c1ccccc1 (stereo unspecified)	14
34	103	37	1	-5	5	4	3.2	-1	O=C(NCCc1ccc(F)cc1)C1CCCCC1	3
35	95	4	5	-2	-5	5	-0.1	-2	COc1cccc(C2c3c(oc4ccccc4c3=O)C(=O)N2CCCN(C)C)c1OC (stereo unspecified)	0
36	·	·	-1	-6	-3	0	0.1	·	Cc1ccc(NC(=O)COC(=O)c2ccc(S(=O)(=O)NCc3ccco3)cc2)cc1	-6
37	104	·	2	1	0	3	-1.8	·	Cc1ccc(NC(=S)NCCc2ccc(S(N)(=O)=O)cc2)c(C)c1	18
38	92	-73	0	-4	-3	1	0.7	0	O=C(OCC(=O)N1CCCCCC1)c1n[nH]c(=O)c2ccccc12	-2
39	102	32	5	-1	·	·	·	-73	CCCCC(=O)Nc1cccc(C(C)O)c1 (stereo unspecified)	·
40	102	24	1	-3	-2	·	0.0	11	CC1(C)Cc2c(C#N)c(NCCO)nc(-c3ccco3)c2CO1	-5
41	87	23	-2	-3	5	1	-0.5	3	O=C(Cn1c(=O)cnc2ccccc21)Nc1ccccc1N1CCOCC1	4
42	103	-10	-7	0	0	3	0.3	8	COc1ccccc1C(=O)NC(CCSC)C(=O)OCC(=O)c1ccc[nH]1 (stereo unspecified)	-11
43	98	32	·	-6	3	0	6.5	-6	Cc1nn(C)c(Cl)c1CN1CCC(n2nccc2NC(=O)C2CCCC2)CC1	-16
44	99	28	-4	·	4	9	-6.0	12	CC(Oc1ccccc1Cl)C(=O)N(Cc1cccs1)C1CCS(=O)(=O)C1 (stereo unspecified)	-14
45	99	-3	4	-1	-4	2	0.0	-3	Cc1ccc(N2C(=O)CC(NNc3nc4ccccc4s3)C2=O)cc1C (stereo unspecified)	-13
46	120	-14	0	-8	10	3	0.3	-2	Cn1nnnc1SCc1ccc([N+](=O)[O-])cc1	5
47	101	-1	0	-6	-6	7	-3.1	4	COc1ccc(/C=C2\N=C(SC)N(C)C2=O)cc1	14
48	109	·	2	-3	-6	-3	-0.5	8	O=C(Cc1ccccc1F)NC1CCCN(Cc2ccc(Cl)cc2)C1 (stereo unspecified)	3
49	100	8	2	-9	-11	-2	3.6	-10	C=CCN1C(=O)OC2(CCCCC2)C1(C)O (stereo unspecified)	2
50	101	7	-1	0	·	·	·	2	O=C(CSc1nnc(NC(=O)c2ccccc2Cl)s1)Nc1ccc2c(c1)oc1ccccc12	·
51	105	14	-1	-8	8	4	1.2	-10	CN(C)Cc1c(O)ccc2c(=O)c(-c3ccccc3Cl)c(C(F)(F)F)oc12	-10
52	101	8	-1	-1	-2	1	3.7	3	COc1ccc(CN(CC(=O)NCc2ccco2)C(=O)CCC(=O)Nc2nccs2)cc1	-20
53	103	38	-5	-4	7	6	-0.4	8	CCN(CC(=O)Nc1ccc(OC)cc1)C(=O)CCS(=O)(=O)c1ccc(C)cc1	3
54	·	·	4	-1	-10	4	0.0	·	O=C(COC(=O)c1ccccc1C(=O)OCC(=O)NCCc1c[nH]c2ccccc12)NCCc1c[nH]c2ccccc12	3
55	99	-9	3	0	5	0	5.3	-5	CC1(C)CC(=O)N(CC(=O)NC2CCCC2)c2ccccc2S1(=O)=O	4
56	99	-18	10	-11	-5	-3	1.9	-176	CCN(CC)CCn1c2ccccc2c2nc3ccccc3nc21	-4
57	105	3	-1	1	3	-4	-3.3	-14	Cc1ccc(CCNC(=O)CN(C)S(=O)(=O)c2ccc3c(c2)c(=O)n(C)c(=O)n3C)cc1	12
58	·	·	-4	-4	6	1	1.9	·	Cc1ccc(C)c(S(=O)(=O)N2CCN(C(=O)CCc3c[nH]c4ccccc34)CC2)c1	-8
59	91	12	-3	-3	8	5	1.8	-13	CC(C)OC(=O)C1C(=O)CC(C)(O)C(C(=O)OC(C)C)C1c1ccc(F)cc1 (stereo unspecified)	16
60	100	12	-4	-2	-4	4	0.0	-9	O=C(CN1CCN(Cc2ccccc2Cl)C1=O)NCCCN1CCOCC1	30
61	·	·	1	-8	0	0	-1.1	·	COC(=O)[C@]1(Cc2ccccc2)N[C@H](CN(C)C(=O)C2CCCCC2)[C@@H]2C(=O)N(C)C(=O)[C@@H]21	2
62	90	5	-1	-1	2	3	-0.1	-5	Cc1cc(-n2ccc(=O)[nH]c2=O)nc(-c2ccccc2)n1	-16
63	91	10	3	8	-13	-3	-3.9	-6	Cc1ccc(S(=O)(=O)N(C)C)cc1NC(=O)CSc1nnnn1-c1ccc(O)cc1	7
64	·	-7	1	-3	-1	-1	2.1	-4	CC(Cc1cccs1)NC(=O)Nc1cccc(Cl)c1 (stereo unspecified)	-5
65	104	-2	3	3	-7	2	0.2	4	O=C(CCNC(=O)N1CCn2c1nc1ccccc12)NCc1ccc(Cl)cc1	-3
66	107	12	·	-2	1	-2	-1.6	-11	Cn1ccc(C(=O)NC(=S)Nc2ccc([N+](=O)[O-])cc2O)n1	15
67	99	14	2	1	7	4	-1.1	-4	S=c1[nH]nc(-c2ccccc2Cl)n1CC1CCCO1 (stereo unspecified)	5
68	·	·	·	4	14	6	-5.7	·	Cn1c(N=Cc2ccc([N+](=O)[O-])cc2)c(N)c(=O)n(C)c1=O	-1
69	102	36	1	0	-1	1	-1.3	4	COc1ccc(CCN=C(N)NS(=O)(=O)c2cccs2)cc1OC	11
